# ERp5 inh – ERp5 (human) disulfide isomerase inhibition | AID 651711 | Q15084 | ERp5 insulin aggregation, absorbance 650 nm, 90 min | inhibition, % at 9.99 µM | 350,000 tested, 0.05% active;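 active = mean replicate inhibition above about 25%, with every replicate also reaching it, limit read from the data, passing the limit was not always enough; inconclusive = only one of those two criteria met; inactive = neither criterion met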
# Target sequence (Q15084 whole entry, looked up): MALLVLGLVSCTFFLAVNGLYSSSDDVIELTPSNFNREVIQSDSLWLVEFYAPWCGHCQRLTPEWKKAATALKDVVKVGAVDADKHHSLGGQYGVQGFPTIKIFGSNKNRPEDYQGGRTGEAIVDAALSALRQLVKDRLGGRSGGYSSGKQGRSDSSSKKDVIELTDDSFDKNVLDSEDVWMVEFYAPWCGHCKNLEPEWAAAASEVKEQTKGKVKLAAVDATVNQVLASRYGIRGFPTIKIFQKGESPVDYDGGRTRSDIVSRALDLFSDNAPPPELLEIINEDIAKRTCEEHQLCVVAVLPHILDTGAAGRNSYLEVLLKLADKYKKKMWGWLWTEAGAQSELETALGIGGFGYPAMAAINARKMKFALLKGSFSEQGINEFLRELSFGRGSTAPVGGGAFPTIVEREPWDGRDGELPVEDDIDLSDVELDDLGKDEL
# Casp6 inh – caspase-6 (human) enzyme inhibition; purified caspase-6, Z-VEID-R110 cleavage fluorescence; AID 686996; inhibition, % at 12.5 µM; P55212; 350,000 tested, 0.53% active;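 active = mean inhibition across replicates at least about 35%, with every replicate also reaching that limit, limit read from the data; inconclusive = only one of the two criteria met; inactive = neither criterion met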;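 also: 0% = median of neutral control wells and 100% = no fluorescence left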
# Target sequence (P55212 24-179 limits assumed): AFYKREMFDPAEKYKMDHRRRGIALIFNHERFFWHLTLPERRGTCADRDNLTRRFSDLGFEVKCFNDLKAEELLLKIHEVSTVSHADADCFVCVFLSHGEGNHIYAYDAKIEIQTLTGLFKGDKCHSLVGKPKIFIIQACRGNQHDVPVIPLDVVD
# Target sequence (P55212 194-293 limits assumed): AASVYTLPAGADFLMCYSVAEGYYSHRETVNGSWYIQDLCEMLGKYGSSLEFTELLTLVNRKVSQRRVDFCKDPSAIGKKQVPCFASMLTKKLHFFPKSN
# miR122 inh – miR-122 inhibition in Huh7 cells. 340,000 tested, 0.3% active. activation (reporter increase), % at 12.5 µM. Huh7 miR-122 Renilla luciferase sensor, 48 h; neutral wells = 0, positive control = 100. AID 602342;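 active = mean replicate activation score at least 90 and every replicate individually at or above 90; inconclusive = only one of the two criteria met; inactive = neither criterion met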;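 also: higher luciferase means less miR-122 activity so hits act as miR-122 inhibitors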
# ERAP1 HTS inh – inhibitors of human ERAP1 aminopeptidase | recombinant ERAP1, Leu-AMC fluorescence, 60 min | inhibition, % at 10.7 µM | Q9NZ08 | 340,000 tested, 0.15% active;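 active = mean replicate inhibition of at least 30%, or all replicates individually reaching that 30% level; inactive = mean below 30% and not every replicate reaching it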;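 also: 0% = neutral control wells and 100% = L-leucinethiol positive control wells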
# DENV2 CPE rescue – DENV2-induced cell death inhibition. DENV2-infected cells, cytopathic effect rescue, plate reader. CPE inhibition, % at 9.99 µM. 350,000 tested, 1.7% active. AID 651640; in the data active = CPE inhibition above about 20%, passing the limit was not always enough; inconclusive = no clear call, values can overlap the other calls; tested in BHK-21 cells;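 also: 0% = median of neutral control wells and 100% = median of positive control wells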
# F508del corr – correctors of CFTR F508del function in bronchial epithelial cells | CFBE cells, YFP halide quenching; stimulated with forskolin plus potentiator P3; % fluorescence drop versus neutral controls | activity (quench increase), % at 7.58 µM | 350,000 tested, 0.36% active | AID 720511;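 active = mean added fluorescence quench of at least 8% versus neutral control, with both replicates also reaching 8%; inconclusive = only one of the mean or replicate conditions met; inactive = mean below 8% and not both replicates reaching 8%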;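 also: cells transiently co-express mutant CFTR-F508del with the halide-sensitive YFP; corrector assay measuring rescue of mutant channel to the surface after 24 h compound exposure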
# SIRT5 block – sirtuin-5 (human) deacylase inhibition | 330,000 tested, 1.1% active | AID 652115 | inhibition, % at 15 µM | Q9NXA8 | Purified SirT5, succinyl-peptide AMC, trypsin-coupled fluorescence; in the data active = inhibition above about 15%; inconclusive = no clear call, values can overlap the other calls
# Target sequence (Q9NXA8 whole entry, looked up): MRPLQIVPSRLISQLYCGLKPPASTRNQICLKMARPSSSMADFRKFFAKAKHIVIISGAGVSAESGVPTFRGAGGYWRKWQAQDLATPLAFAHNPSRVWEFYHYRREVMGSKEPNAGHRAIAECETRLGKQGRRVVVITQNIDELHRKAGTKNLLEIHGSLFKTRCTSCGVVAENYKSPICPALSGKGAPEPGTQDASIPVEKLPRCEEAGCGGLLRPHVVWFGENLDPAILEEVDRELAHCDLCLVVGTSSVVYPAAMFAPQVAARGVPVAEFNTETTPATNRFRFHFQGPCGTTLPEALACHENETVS
# An asterisk follows results filed as active; ? = inconclusive; . = no result given; [ ] = another dose, or the depositor's remark.
[1] Cc1ccc(S(=O)(=O)N[C@@H]2C=C[C@H](CC(=O)NCCCN(C)C)O[C@H]2CO)cc1
[2] CC(=O)Nc1c(Cl)cc2c(c1Cl)C(=O)c1ccccc1-2
[3] O=C(COCc1ccccc1)N[C@@H]1c2ccccc2CC[C@H]1OCc1ccccc1
[4] CCc1ccccc1NC(=O)Cn1ccn(-c2ccc(OC)cc2)c(=O)c1=O
[5] CN(C)CC#Cc1ccc([C@H]2[C@@H](CO)N3CCCCN(C(=O)CN(C)C)C[C@H]23)cc1
[6] O=C(O)CNS(=O)(=O)c1c(Cl)cccc1Cl
[7] CCOc1ccc(S(=O)(=O)N2CCN(C(=S)NC3CC3)CC2)cc1
[8] CCCSCCCNC(=O)c1ccc(C)c(NC(=O)C2=C(C)OCCS2)c1

entry no.	1	2	3	4	5	6	7	8
ERp5 inh	-4	-6	-4	.	9	-8	-2	3
Casp6 inh	-3	0	3	0	2	1	0	2
miR122 inh	.	12	.	-1	33[16.7 µM]	-2	-3	-11
ERAP1 HTS inh	-2	5	0	-3	2	.	-1	0
DENV2 CPE rescue	3	7	-2	-4	0	4	-2	18
F508del corr	2.3	3.3	-6.0	-3.4	-0.2	-1.0	1.5	-3.4
SIRT5 block	4	-1	-3	0	1	0	-1	0

# Some of the entries so far, with each value named.
(6) O=C(O)CNS(=O)(=O)c1c(Cl)cccc1Cl
  ERp5 inh = -8 | Casp6 inh = 1 | miR122 inh = -2 | ERAP1 HTS inh = . | DENV2 CPE rescue = 4 | F508del corr = -1.0 | SIRT5 block = 0
(1) Cc1ccc(S(=O)(=O)N[C@@H]2C=C[C@H](CC(=O)NCCCN(C)C)O[C@H]2CO)cc1
  ERp5 inh = -4 | Casp6 inh = -3 | miR122 inh = . | ERAP1 HTS inh = -2 | DENV2 CPE rescue = 3 | F508del corr = 2.3 | SIRT5 block = 4

# Continuation:
[9] COc1ccc(C(CC(=O)NC(C)c2ccc(-c3ccccc3)cc2)NC(C)=O)cc1 (configuration not stated)
[10] CCCNC(=O)COc1coc(CN2CCN(C(=O)c3ccco3)CC2)cc1=O
[11] CCn1c(=S)sc2c(=O)n(CC(=O)Nc3cccc(OC)c3)c(C)nc21
[12] CN(C)C(=O)c1ccc(-c2ccc([C@H]3[C@H]4CN(S(C)(=O)=O)CCCCN4[C@H]3CO)cc2)cc1
[13] O=C(NCCN1CCOCC1)c1ccc(=O)n(Cc2ccc(Cl)cc2)c1
[14] CCOC(=O)Nc1oc2ccccc2c(=O)c1CN1CCOCC1
[15] CC(C)CCSc1nc2[nH]ncc2c(=O)[nH]1
[16] CS(=O)(=O)Nc1ccc2c(c1)[C@H]1C[C@@H](CC(=O)NCCN3CCCCC3)O[C@@H](CO)[C@H]1O2

entry no.	9	10	11	12	13	14	15	16
ERp5 inh	1	4	3	-2	-2	-1	-4	4
Casp6 inh	-1	1	-1	0	3	0	2	-2
miR122 inh	.	-6	4	-14[16.7 µM]	-5	.	1	-4[16.7 µM]
ERAP1 HTS inh	-2	-6	-2	2	-1	3	13	2
DENV2 CPE rescue	-4	-2	4	6	0	.	4	-1
F508del corr	-0.4	1.1	-1.1	3.3	-3.4	.	1.4	1.1
SIRT5 block	-2	3	0	0	-2	-1	-2	1

# 3 entries out of the list above, sorted by the number in Casp6 inh, smallest number first:
no.	Molecule	Casp6 inh
11	CCn1c(=S)sc2c(=O)n(CC(=O)Nc3cccc(OC)c3)c(C)nc21	-1
10	CCCNC(=O)COc1coc(CN2CCN(C(=O)c3ccco3)CC2)cc1=O	1
15	CC(C)CCSc1nc2[nH]ncc2c(=O)[nH]1	2

# Further records
[17] NS(=O)(=O)c1ccc(CCNC(=O)c2cc(-c3cccs3)nc3ccccc23)cc1
[18] CN1C(=O)c2cc(NC(=O)c3ccc(F)c(F)c3)ccc2OC[C@@H]2O[C@H](CC(=O)N[C@@H]3CCN(Cc4ccccc4)C3)CC[C@H]21
[19] CCCCCNC(=O)C(c1ccncc1)n1c(=O)c(-c2ccco2)nc2ccccc21 (configuration not stated)
[20] Cc1ccccc1-n1c(=O)cc(N2CCN(Cc3ccccc3)CC2)[nH]c1=O
[21] COc1ccccc1/C=C/C=N/NC(=O)c1cnccn1
[22] C[C@@H]1CN([C@H](C)CO)C(=O)Cc2cc(NS(=O)(=O)c3cn(C)cn3)ccc2O[C@H]1CN(C)C(=O)Nc1cccc2ccccc12
[23] CC(=O)N1c2ccc(S(=O)(=O)N3CCCC3)cc2CC1C(=O)NCc1ccc(N(C)C)cc1 (configuration not stated)
[24] O=C1C(=Cc2cccc(O)c2O)SC(=S)N1CCCN1CCOCC1

entry no.	17	18	19	20	21	22	23	24
ERp5 inh	3	0	1	1	-5	5	8	-33
Casp6 inh	2	-1	18	0	2	-2	3	19
miR122 inh	4	.	.	-8	.	1[16.7 µM]	0	2
ERAP1 HTS inh	-11	1	-5	1	0	-1	-8	4
DENV2 CPE rescue	3	7	-18	6	4	3	-4	-1
F508del corr	.	.	1.5	1.3	5.2	-2.3	0.3	-4.9
SIRT5 block	-4	4	0	0	3	.	-2	9

[25] O=C(c1ccc(Cl)cc1)N1CCOc2ccccc21
[26] CCN1CCN(C(=S)Nc2ccc(Cl)c(Cl)c2)CC1
[27] O=C(O)CCc1ccc(-c2ccc(Cl)cc2)n1CC(=O)Nc1ccccc1
[28] Cc1cc(-c2ccc(C)c(S(=O)(=O)NCCC(C)N3CCCCCC3)c2)on1 (configuration not stated)
[29] O=C(O)c1ccc(N2CC3CC(C2)c2cccc(=O)n2C3)c(NC(=S)Nc2ccc(Br)cc2)c1 (configuration not stated)
[30] O=S(=O)(Cc1ccccc1)Oc1ccccc1
[31] Cc1ccc(S(=O)(=O)Nc2cc(=O)[nH]c(SCC(=O)Nc3ccccc3C(F)(F)F)n2)cc1
[32] COc1ccc(NS(=O)(=O)c2cc(NC(=O)C(CC(C)C)NC(N)=O)ccc2N2CCOCC2)cc1 (configuration not stated)

entry no.	25	26	27	28	29	30	31	32
ERp5 inh	-2	-8	-2	6	-3	1	-7	-7
Casp6 inh	-1	0	5	-7	3	0	.	2
miR122 inh	4	1	1	10	0	.	-10	.
ERAP1 HTS inh	1	-2	2	-1	-1	1	-2	2
DENV2 CPE rescue	4	0	-2	-7	-5	3	?	-13
F508del corr	0.9	1.1	3.2	-4.7	0.0	1.4	-1.7	0.5
SIRT5 block	3	-4	0	-1	-2	-3	5	0

[33] Cc1ccc(NC(=O)C(NC2CCCC2)c2ccccc2)cc1Cl (configuration not stated)
[34] COC(=O)C(C)N=Cc1ccccc1 (configuration not stated)
[35] C[C@@H]1CN([C@@H](C)CO)C(=O)c2cc(C3=CCCC3)cnc2O[C@H]1CN(C)C(=O)C1CCOCC1
[36] CCO/C=C1/C(=O)N(c2ccc(OC)cc2)C(=O)c2ccccc21
[37] C[C@@H]1CN([C@@H](C)CO)S(=O)(=O)c2ccc(Br)cc2O[C@@H]1CN(C)Cc1ccncc1
[38] COc1cc(NC(=O)NCC2CCN(Cc3ccccc3F)CC2)cc(OC)c1
[39] Clc1ccc(C2=NN(c3ccccc3)C(c3ccco3)C2)cc1 (configuration not stated)
[40] O=C(c1cccnc1)N1CC[C@@H]2[C@@H](CO)Nc3ccc(C4=CCCCC4)cc3[C@@H]21

entry no.	33	34	35	36	37	38	39	40
ERp5 inh	2	-4	-9	5	1	13	3	7
Casp6 inh	0	-1	-1	9	0	-4	-2	0
miR122 inh	.	-11	0[16.7 µM]	12	22[16.7 µM]	.	-2	2[16.7 µM]
ERAP1 HTS inh	-3	8	-2	-3	-4	-5	2	-1
DENV2 CPE rescue	8	-5	-5	3	-1	4	12	?
F508del corr	3.4	-2.0	0.3	-1.6	2.8	1.6	-2.2	-1.1
SIRT5 block	-2	-6	-1	0	1	-4	-4	17*

[41] O=C(C[C@@H]1C[C@H]2c3cc(NC(=O)c4ccc5c(c4)OCO5)ccc3O[C@H]2[C@H](CO)O1)NCc1cc(F)ccc1F
[42] COc1ccc(NC(=O)Nc2ccc3c(c2)CC(=O)N([C@@H](C)CO)C[C@H](C)[C@H](CN(C)S(=O)(=O)c2cn(C)cn2)O3)cc1
[43] Cc1nc2sccn2c(=O)c1S(=O)(=O)NCC(C)c1ccccc1 (configuration not stated)
[44] CC(C)C(=O)Nc1ncc(Cc2ccc(Cl)cc2)s1
[45] O=C(O)c1cccc(-n2cccc2/C=C/[N+](=O)[O-])c1
[46] COC(=O)c1cc(Cn2nc(C(=O)O)c3ccccc3c2=O)oc1C
[47] CCCOc1ccc(CC(=O)NCCc2ccccc2)cc1OC
[48] COc1ccc(-n2c(SCC(=O)Nc3cc(C)on3)nc3c(c2=O)SCC3)cc1

entry no.	41	42	43	44	45	46	47	48
ERp5 inh	-11	-5	-10	2	6	0	-5	-2
Casp6 inh	1	5	-1	2	65*	-1	1	0
miR122 inh	-3[16.7 µM]	-4[16.7 µM]	.	.	-8	.	2	1
ERAP1 HTS inh	-1	0	2	1	5	-1	0	0
DENV2 CPE rescue	2	-6	-5	-5	2	2	6	8
F508del corr	-2.6	2.9	-3.1	-2.3	0.3	0.6	2.2	-3.2
SIRT5 block	-4	3	0	0	15*	2	0	-6

[49] Cc1ccc(N2C(=O)CS/C2=N\C(=S)Nc2ccccc2)cc1
[50] Cc1noc(C)c1S(=O)(=O)Nc1cccc2c1O[C@@H](CN(C)Cc1ccc(C(=O)O)cc1)[C@@H](C)CN([C@H](C)CO)C2=O
[51] CN(C(=O)Cn1cnc([N+](=O)[O-])n1)C1CCCCC1
[52] COc1cc2cc(Oc3ccc4ccc(=O)oc4c3)c(=O)oc2cc1OC(C)=O
[53] Cc1cc(C)nc(S/C=C/C(=O)c2ccccc2)n1
[54] C=CCn1c(SCc2nc3sc(C(=O)O)c(C)c3c(=O)[nH]2)nnc1-c1ccc(F)cc1
[55] c1ccc(CNc2ccccn2)cc1
[56] O=C(c1ccccc1F)N1CC(=O)N2[C@H](CO)[C@@H](c3ccc(-c4cccnc4)cc3)[C@H]2C1

entry no.	49	50	51	52	53	54	55	56
ERp5 inh	6	5	1	-6	5	-2	5	0
Casp6 inh	-6	-3	3	-2	-1	3	-1	-1
miR122 inh	-5	-5[16.7 µM]	-5	-4	.	.	-2	.
ERAP1 HTS inh	-2	-1	-1	1	.	-41	0	-3
DENV2 CPE rescue	-1	-13	-2	-14	11	2	?	5
F508del corr	-34	-4.8	-1.6	-0.4	-11	-2.6	1.1	-1.5
SIRT5 block	-4	-3	-1	.	0	1	1	1

[57] Cc1cccc2c1NC1(CCCC1)CC2C (configuration not stated)
[58] COc1ccc(Nc2nc3cc(-c4sccc4C)sc3c(=O)n2C)cc1OC
[59] CCCC(=O)Nc1ccc2c(c1)C(=O)N(C)C[C@H](OC)[C@@H](C)CN(Cc1cccc(F)c1)[C@@H](C)CO2
[60] C[C@@H]1CN([C@H](C)CO)C(=O)c2cc(C#Cc3ccccc3F)cnc2O[C@@H]1CN(C)C(=O)c1ccc2c(c1)OCO2
[61] COc1ccc(C2CC(c3ccc(Br)cc3)=NN2C(=S)Nc2ccccc2)cc1 (configuration not stated)
[62] O=C(Nc1cccc(F)c1)N1CCCCN2[C@@H](CO)[C@@H](c3ccc(C#Cc4ccccc4)cc3)[C@@H]2C1
[63] Cc1csc(=O)n1CC(=O)Nc1ccc(S(C)(=O)=O)cc1
[64] CCNC(=O)NC(=O)C(C)OC(=O)c1ccc(SC)cc1OC (configuration not stated)
[65] COc1ccc(S(=O)(=O)Nc2ccc3c(c2)[C@H]2C[C@H](CC(=O)O)O[C@@H](CO)[C@H]2O3)cc1

entry no.	57	58	59	60	61	62	63	64	65
ERp5 inh	-8	1	-6	1	5	-1	13	3	-4
Casp6 inh	2	3	0	2	18	0	-2	-3	3
miR122 inh	0	2	-4[16.7 µM]	-7[16.7 µM]	2	-12[16.7 µM]	.	.	10[16.7 µM]
ERAP1 HTS inh	-1	2	-1	3	0	-6	-3	14	0
DENV2 CPE rescue	-14	-2	15	1	-5	8	-4	2	-1
F508del corr	0.6	9.6*	0.7	-0.4	-1.7	-11	0.9	-2.4	-0.9
SIRT5 block	-4	-3	-1	1	0	0	-5	-5	1
